Ins promoter up = MIN6 insulin promoter up-regulation; AID 1625; hit rate 0.3% among 190,000; z-score at 5 µM; MIN6 insulin promoter-GFP reporter, high-content imaging; active compounds read high;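 active = z-score above 3 at 5 µM with at least 500 cells counted in the well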
PMI inhibitors = MPI enzyme activity inhibition – biochemical, fluorescence intensity, coupled assay, primary screen (AID 1209); hit rate 0.42% among 190,000; one-dose inhibition, % at 20 µM; IC50 in µM for titrated hits; purified PMI enzyme, coupled fluorescence intensity; higher % means a stronger effect;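 also: plate controls were DMSO vehicle for no effect and wells lacking substrate for full effect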
Yfh1-depleted yeast = mitochondrial function rescue without frataxin homolog – Friedreich's ataxia, plus single-dose screen, dose response (AID 1465); hit rate 0.074% among 220,000; fold induction at 50 µM; hits with a dose series show EC50 in µM; S. cerevisiae Yfh1-off respiration, WST-1 reduction, 72 h; higher fold induction means a stronger effect;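 active = fold induction of absorbance versus untreated yeast above a set limit, then at least 30% activation at any dose in follow-up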;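 also: activators that raise dye reduction in frataxin-depleted yeast; strong numbers were not always called active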
bCat nuc transl = alters nuclear translocation of beta-catenin in HeLa cells | immunofluorescence imaging | AID 1665 | hit rate 0.3% among 190,000 | nuclear translocation activity, % at 5 µM;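 active = nuclear translocation activity above 50% at 5 µM, with a well cell count of 50 or more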;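 also: per-cell ratio of nuclear to cytoplasmic median beta-catenin stain intensity; plate controls were DMSO negative control for no effect and GSK-3 inhibitor IX positive control for full effect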
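System: Human HeLa cells, endogenous beta-catenin | Compound dosing: 5 µM primary, 0.02–20 µM confirmation | Timing: 24 h compound exposure at 37°C, 5% CO2 | Measured by: Fluorescence imaging of beta-catenin antibody stain plus DAPI | Read-out basis: % activation of per-cell nuclear versus cytoplasmic median beta-catenin signal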
MT stabilizer = microtubule stabilizers in HeLa cells; HeLa tubulin immunostaining HCS, 24 h; share of cells brighter than vehicle mean+2SD; % tubulin-high responders, % at 10 µM; hit rate 0.83% among 200,000; AID 2205;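 active = plate Z-score above 3 for both tubulin-high and condensed-nucleus cell shares, with cell loss under 80%, at 10 µM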;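 also: anti alpha tubulin signal scored within the nucleus-defined area of each cell; some results filed as inactive read as strong as hits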
Dynein cargo inh = blocks dynein driven cargo transport along microtubules | 3617.4 mouse cells, GR-EGFP nuclear translocation imaging; test concentration mostly 20 µM; stimulated with dexamethasone, 1 µM; active compounds read low | z-score, hits read low | hit rate 0.47% among 220,000;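 active = plate z-score of nuclear minus cytoplasmic receptor signal below a set negative limit, without overly bright fluorescence or cell loss, cut at about -3.5 in these data, passing the limit was not always enough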;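 also: z-score of nuclear minus cytoplasmic ring GR-EGFP intensity difference per well; some compounds called inactive have numbers as strong as hits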
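Buffer or medium: tetracycline-free induction medium containing charcoal-stripped FBS / Reagent: dexamethasone agonist, 1.0 µM final, for 30 min / Technique: automated 10x imaging of fixed Hoechst-stained cells / Times: induction 48 h, compound 1 h, agonist 30 min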
Autophagy mod = alters autophagy in cells; MEF GFP-LC3 puncta imaging; test concentration mostly 10 µM; calls only at 10 µM (by protocol); hit rate 0.98% among 190,000; AID 463193;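 active = percentage of spot-positive cells more than 3 SD above its plate mean, without a fluorescence outlier flag or 80% toxicity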;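 also: spot-positive cell cutoff set from DMSO-treated cells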
WT yeast gro inh = growth inhibition of WT yeast, mitochondrial fusion screen; mitochondrial fusion phenotypic screen, WT strain; inhibition, % at 10 µM; hit rate 2.1% among 190,000; in the data active = inhibition above about 58%; tested in S. cerevisiae
human PMI inhibitors = MPI inhibition at elevated mannose 6-phosphate – biochemical, fluorescence intensity, high mannose 6-phosphate, primary screen (AID 1220) | recombinant PMI enzyme, coupled fluorescence intensity; higher % means a stronger effect | one-dose inhibition, % at 20 µM; IC50 in µM for titrated hits | hit rate 0.66% among 190,000
WT yeast gro inh mutant strain = recorded beside WT yeast gro inh, whose call it bears; inhibition, %; mitochondrial fusion phenotypic screen, mutant strain inhibition
Dynein cargo inh cytoplasmic EGFP = recorded beside Dynein cargo inh, whose call it bears; z-score; measured here: cytoplasmic GR-EGFP intensity; active compounds read high
Dynein cargo inh nuclear GR-EGFP = recorded beside Dynein cargo inh, whose call it bears; z-score; measured here: nuclear GR-EGFP intensity;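 lower value marks the stronger effect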
Dynein cargo inh cell count = also measured in Dynein cargo inh; calls as there; z-score; measured here: cell count per field
Ins promoter up cell count = second read-out of Ins promoter up, no call of its own (marks repeat the call); cell count; measured here: cytotoxicity, nuclei count;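 total cells summed across four imaged fields per well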
bCat nuc transl cell count 5 µM = recorded beside bCat nuc transl, whose call it bears; cell count; measured here: cell count, cytotoxicity flag
MT stabilizer Hoechst-high % = second read-out of MT stabilizer, no call of its own (marks repeat the call); % Hoechst-high responders; measured here: nuclear condensation Hoechst responders;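 share of cells brighter than vehicle mean plus two SD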
MT stabilizer cytotoxicity % = also measured in MT stabilizer; calls as there; toxicity, %; measured here: cytotoxicity by cell density;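 0% = mean cell density of plate MIN control wells and 100% = no cells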
Autophagy mod cell loss 18 h = also measured in Autophagy mod; calls as there; toxicity, %; measured here: cell loss, nuclei count;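 cell loss after 18 h compound exposure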
* marks the source's active call; other numbers are inactive results; i = inactive; nt = not tested or not shown. Rule as the data show it, unless noted: active = inhibition above about 50%; inactive = the rest. Only part of the results is shown; count on the stated rates, not on these rows.

structure	Ins promoter up	Ins promoter up cell count	PMI inhibitors	Yfh1-depleted yeast	bCat nuc transl	bCat nuc transl cell count 5 µM	MT stabilizer	MT stabilizer Hoechst-high %	MT stabilizer cytotoxicity %	Dynein cargo inh	Dynein cargo inh cytoplasmic EGFP	Dynein cargo inh nuclear GR-EGFP	Dynein cargo inh cell count	Autophagy mod	Autophagy mod cell loss 18 h	WT yeast gro inh	WT yeast gro inh mutant strain	human PMI inhibitors
Fc1ccc2c(c1)nnn2C1CCN(Cc2nnnn2C2CCCCC2)CC1	-0.15	848	-4%	i	2.5	748	6.3	3.7	7.7	1.6	-0.031	1.3	-2	i	-10	16	17	0%
CC(=O)c1cn(CCCOc2ccccc2)c2ccccc12	nt	nt	nt	i	0.3	1628	1.7	1.5	3.4	0.45	-0.15	0.19	-1.2	i	19	6	-10	nt
O=C(c1ccc2c(c1)ncn2C1CCCCC1)N1CCC2(CC1)OCCO2	-0.19	1676	-1%	i	3.3	1250	27*	18*	59*	0.29	-0.067	-0.27	1.2	i	-23	14	4	6%
CCCC[N+]1(C)[C@@H]2CC(OC(=O)[C@H](CO)c3ccccc3)C[C@H]1[C@@H]1O[C@@H]12 (stereo partly drawn)	0.25	1442	-2%	i	-0.9	1178	nt	nt	nt	nt	nt	nt	nt	nt	nt	-2	4	-8%
C=CCn1c(O)c(C(CC)=Nc2ccccc2NC(C)=O)c(=O)[nH]c1=O	0.55	1355	4%	i	nt	nt	3.5	0.9	5.0	-0.37	-0.11	-0.29	-0.14	i	1	-8	-10	0%
Clc1ccc(OCC#CCN2CCCC2)cc1	-2.3	1791	8%	i	6.7	939	2.3	2.4	12	0.49	-0.23	0.98	-0.96	i	12	6	13	-1%
COC(=O)c1c(C)[nH]c(C(=O)C(Cc2ccccc2)N(C)C)c1C (stereo not drawn)	-0.35	1066	4%	i	-1.3	1103	1.0	2.5	3.0	-0.66	-0.16	-0.3	0.56	i	-25	3	4	-5%
Cc1c2cnn(CC(=O)N3CCC4(CC3)OCCO4)c(=O)c2c(C)n1Cc1ccccc1F	1.2	1274	12%	i	1.3	1001	4.2	1.5	3.9	0.23	-0.21	0.55	0.24	i	-16	-7	24	9%
CCOC(=O)C(O)(c1ccc(N)c(OC)c1)C(F)(F)F (stereo not drawn)	0.92	1462	-2%	nt	2.3	1343	1.6	1.7	10	-0.64	-0.18	-0.019	0.018	nt	nt	4	-1	6%
CCOc1ccc(N=Cc2c(O)n(-c3cc(C)cc(C)c3)c(=O)[nH]c2=O)cc1	0.07	1129	nt	i	-0.4	1271	nt	nt	nt	1.1	-0.19	0.8	-1.4	nt	nt	nt	nt	nt
O=S(=O)(c1ccc(Cl)cc1)N1CCCC1c1cccnc1 (stereo not drawn)	-0.24	1416	nt	i	-3.2	1107	nt	nt	nt	0.58	-0.27	0.033	0.13	nt	nt	nt	nt	nt
Cc1ccc2c(c1)CC1(CN2C)C(=O)NC(=O)N(CCC2=CCCCC2)C1=O (stereo not drawn)	0.41	1061	-62%	i	-2.8	1196	3.3	2.3	11	1.8	-0.13	0.8	-1.5	i	4	14	17	-110%
COC(=O)[C@H]1C[C@@H]1[C@H](NP(=O)(c1ccccc1)c1ccccc1)c1ccccc1	-0.25	1148	14%	i	nt	nt	3.0	2.0	4.0	-0.29	-0.23	0.34	0.33	i	2	-11	-11	16%
CC12CN3CC(C)(CN(C1)C3c1ccncc1)C2=O (stereo not drawn)	-0.13	1283	-8%	i	-1.1	820	4.3	2.2	7.7	0.12	-0.22	0.25	0.27	i	1	5	-1	-13%
CN1C(=O)NC(=O)/C(=C\c2ccc([N+](=O)[O-])o2)C1=O	-0.6	1163	-7%	i	3.1	1058	2.8	3.2	8.3	0.036	-0.26	0.48	-0.58	i	-12	-14	1	27%
CCOP(=O)(OCC)C(NC(=O)Cc1ccccc1)C(Cl)(Cl)Cl (stereo not drawn)	-0.11	1658	-6%	i	-5.8	1088	2.2	2.5	2.5	-0.5	-0.3	-0.64	0.81	i	1	-10	-11	-4%
COc1ccc(C(C)=O)cc1CC(C(=O)c1ccc(C)cc1)N(C)C (stereo not drawn)	-0.44	1506	3%	i	-2.8	1175	3.8	2.4	4.5	-0.96	-0.23	-0.3	0.83	i	0	3	-6	5%
COc1ccc(NC(=O)c2c(C)nn(Cc3ccccc3Cl)c2Cl)cc1Cl	0.32	1414	7%	i	1.3	1034	3.3	3.8	10	0.17	-0.24	-0.02	0.056	i	6	-2	-1	-6%
COc1ccc2c(CCN)c[nH]c2c1	-0.63	754	1%	i	0.9	1002	3.0	1.8	8.7	-0.46	-0.23	-0.45	0.33	i	-37	6	6	-2%
CCOc1ccc(-n2c(CC)nc3ccccc3c2=O)cc1	nt	nt	4%	i	0.8	1091	3.2	2.5	5.7	0.15	-0.23	0.29	0.64	i	-6	11	3	2%
Cc1cc(OC(=O)N(C)C)n(-c2ccccc2)n1	0.31	1515	nt	i	-1.1	1143	nt	nt	nt	-0.37	-0.27	-0.45	0.7	nt	nt	nt	nt	nt
COc1cc(CN2CCCC(C(=O)c3sccc3C)C2)cc(Cl)c1O (stereo not drawn)	-0.63	1477	7%	i	-3.0	1135	3.7	1.5	8.9	0.59	-0.28	0.33	-0.21	i	-15	-4	-4	14%
CC(=O)N1CCC(N2CCCC(C(=O)c3cccc(Cl)c3)C2)CC1 (stereo not drawn)	-0.53	1125	nt	i	0.3	1487	2.8	2.4	9.4	1.6	-0.19	0.69	-0.71	i	-6	7	8	nt
O=C(c1cc2ccccn2n1)N1CCC2(CC1)OCCO2	0.79	1535	13%	i	0.3	1388	4.0	1.0	0.8	-0.15	-0.47	0.16	0.41	i	14	0	-12	13%
CCc1ccc(N2C(=O)NC(=O)/C(=C/c3cccn3CCOc3ccc(C)cc3)C2=O)cc1	0.43	1537	-5%	i	2.5	1140	2.9	3.0	6.9	-0.52	0.63	-0.029	0.044	i	-7	-18	4	-5%

Entries listed so far with a carbonyl joined to an NH by a bond outside any ring:
structure	Ins promoter up	Ins promoter up cell count	PMI inhibitors	Yfh1-depleted yeast	bCat nuc transl	bCat nuc transl cell count 5 µM	MT stabilizer	MT stabilizer Hoechst-high %	MT stabilizer cytotoxicity %	Dynein cargo inh	Dynein cargo inh cytoplasmic EGFP	Dynein cargo inh nuclear GR-EGFP	Dynein cargo inh cell count	Autophagy mod	Autophagy mod cell loss 18 h	WT yeast gro inh	WT yeast gro inh mutant strain	human PMI inhibitors
C=CCn1c(O)c(C(CC)=Nc2ccccc2NC(C)=O)c(=O)[nH]c1=O	0.55	1355	4%	i	nt	nt	3.5	0.9	5.0	-0.37	-0.11	-0.29	-0.14	i	1	-8	-10	0%
CCOP(=O)(OCC)C(NC(=O)Cc1ccccc1)C(Cl)(Cl)Cl (stereo not drawn)	-0.11	1658	-6%	i	-5.8	1088	2.2	2.5	2.5	-0.5	-0.3	-0.64	0.81	i	1	-10	-11	-4%
COc1ccc(NC(=O)c2c(C)nn(Cc3ccccc3Cl)c2Cl)cc1Cl	0.32	1414	7%	i	1.3	1034	3.3	3.8	10	0.17	-0.24	-0.02	0.056	i	6	-2	-1	-6%

Following part
structure	Ins promoter up	Ins promoter up cell count	PMI inhibitors	Yfh1-depleted yeast	bCat nuc transl	bCat nuc transl cell count 5 µM	MT stabilizer	MT stabilizer Hoechst-high %	MT stabilizer cytotoxicity %	Dynein cargo inh	Dynein cargo inh cytoplasmic EGFP	Dynein cargo inh nuclear GR-EGFP	Dynein cargo inh cell count	Autophagy mod	Autophagy mod cell loss 18 h	WT yeast gro inh	WT yeast gro inh mutant strain	human PMI inhibitors
O=C(NC1CONC1=O)OCC(Cl)(Cl)Cl (stereo not drawn)	0.42	1346	-6%	i	-1.7	575	5.2	2.4	6.9	0.4	-0.24	0.056	-1.1	i	9	0	24	-11%
CCOC(=O)c1c(C)n(C(C)C)c2ccc(OC)cc12	1.3	1081	nt	i	2.2	1310	nt	nt	nt	1.1	-0.13	1.1	-2.4	nt	nt	nt	nt	nt
CCOP(=S)(OCC)N1CCOCCOCCN(P(=S)(OCC)OCC)CCOCCOCC1	-2.2	1761	11%	i	-4.7	1092	3.0	3.2	6.4	0.37	-0.3	-0.37	-0.79	i	4	7	-6	9%
Nc1c(C(=O)NC2CCCC2)c2nc3ccccc3nc2n1CC1CCCO1 (stereo not drawn)	-1.4	1215	32%	nt	2.0	1421	3.9	4.1	17	0.31	0.029	-0.14	0.57	i	-23	50	40	62%*
CCOc1c(Cl)cc(CNCCc2c[nH]c3ccccc23)cc1OC	-0.15	1448	23%	i	0.8	952	2.6	1.5	10	2.4	-0.24	1.7	-1.1	i	47	34	31	19%
O=c1c2ccccc2nc(-c2ccccc2)n1-c1nccs1	0.29	1458	-7%	i	-2.4	533	1.3	2.7	5.1	-0.39	-0.24	-0.54	0.37	i	-1	-7	-14	-2%
N#CC1(c2ccccc2)CCN(C2CC(=O)N(c3ccc4c(c3)OCO4)C2=O)CC1 (stereo not drawn)	0.31	1327	-4%	i	-1.4	1406	2.4	2.2	2.5	-0.96	-0.04	-0.057	0.52	i	9	12	9	-2%
O=c1[nH]c(=O)n(Cc2ccccc2)c(O)c1/C=C1\C=Nc2ccccc21	nt	nt	0%	i	-3.3	1056	3.5	2.9	1.9	0.21	-0.13	-0.12	0.65	i	19	14	1	30%
CCOc1ccccc1OCC(=O)Nc1ccc(Cl)cc1C(=O)c1ccccc1	nt	nt	15%	i	0.2	997	4.1	2.8	5.7	0.57	-0.2	1.6	-1.3	i	0	39	-9	13%
Cc1nc2ccccc2c(=O)n1-c1ccc(F)cc1F	-0.68	1033	nt	i	1.7	1289	nt	nt	nt	0.44	-0.27	0.81	-0.15	nt	nt	nt	nt	nt
OC(c1ccc(F)cc1)C(c1ccccc1)N1CCOCC1 (stereo not drawn)	0.52	1833	11%	i	-1.2	951	1.7	1.6	9.3	-0.26	0.34	0.12	0.1	i	-1	0	-1	2%

Bioassay records as filed in PubChem BioAssay.
